# DUSP3 inh: blocks the human dual specificity phosphatase VHR1 | recombinant VHR phosphatase, colorimetric substrate read-out | 50,000 compounds, 0.7% hits | inhibition, % at 20 µM; in the data active means inhibition above about 60%; further: some results filed as inactive read as strong as hits
# Target sequence (P51452 whole entry, looked up): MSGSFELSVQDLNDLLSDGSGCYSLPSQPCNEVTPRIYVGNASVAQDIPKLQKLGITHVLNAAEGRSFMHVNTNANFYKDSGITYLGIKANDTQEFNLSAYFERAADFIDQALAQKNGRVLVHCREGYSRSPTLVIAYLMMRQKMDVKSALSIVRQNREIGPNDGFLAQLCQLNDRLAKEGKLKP
# The depositor's hits bear a star. Some of the compounds tested (hit frequency here may not be typical).
SMILES	DUSP3 inh
CN1C(=O)C2(c3ccccc31)N1CC3(C)CN2CC(C)(C1)C3=O (stereo not drawn)	-7
COc1ccc(N2C(=O)c3ccccc3NC2c2ccccc2F)cc1 (stereo not drawn)	-10
CCC1=NN(C(=O)c2ccncc2)C(O)(c2ccc(Br)cc2)C1 (stereo not drawn)	-3
COc1ccc(NC(=O)CSC(N)=O)c(OC)c1	13
CC1=C(C(=O)OCCc2ccccc2)C(c2ccccc2Br)CC(=O)N1 (stereo not drawn)	-10
COc1ccc(CCNC(=O)c2cccc3ccccc23)cc1OC	-33
CC1=NN(c2ccc(S(N)(=O)=O)cc2)C(=O)/C1=C\c1ccc(-c2ccc(Cl)cc2)o1	15
O=C(/C=C/c1ccc(-c2ccc(Cl)cc2Cl)o1)c1ccccc1	-4
COc1cc2c(cc1OC)-c1nnc(-c3cccs3)n1C(C)(C)C2	-13
CCOC(=O)C(NC(=O)c1ccccc1)=C1C=C(C)OC(C)=C1	4
COc1ccc2c(c1)-c1c(sn(-c3ccc(OC)c(OC)c3)c1=S)C(C)(C)N2	20
COC(=O)c1cccc(-c2ccc(C=C3C(=O)NC(=S)NC3=O)o2)c1	-1
COC(=O)c1ccc(/C=N/NC(=O)COc2ccc(I)cc2)cc1	-18
c1csc(CNc2ccc(-c3nc4ccccc4s3)cc2)c1	-7
O=S(=O)(c1cccc2c(S(=O)(=O)N3CCOCC3)cccc12)N1CCOCC1	-15
O=C(O)c1ccc(-c2ccccc2OC(F)(F)F)o1	0
CCOc1cc(/C=C2\C(=O)NC(=O)N(c3ccc(Cl)cc3)C2=O)cc(Cl)c1OCC(=O)O	16
COc1ccc(-n2c(NNC(C)=O)nc3sc4c(c3c2=O)CCCC4)cc1	1
COC(=O)c1ccc(C2C(C(=O)OCCc3ccccc3)=C(C)NC3=C2C(=O)CCC3)cc1 (stereo not drawn)	5
CCCn1c(/C=C(/OC(=O)c2ccccc2)c2ccccc2)nc2ccccc21	-14
Cc1ccc(Nc2nc(-c3ccc([N+](=O)[O-])cc3)cs2)cc1C	-2
CC(C)(C)NC(=O)c1cc2ccccc2o1	-16
CC1=C(C(=O)Nc2cccc(Cl)c2)C(c2ccc(F)cc2)NC(=O)N1 (stereo not drawn)	0
COc1cc(C(=O)Nc2ccc(C(N)=O)cc2)cc(OC)c1OC	-11
CCOc1cc(C=C2C(=O)NC(=O)NC2=O)cc(Br)c1OCCOc1ccccc1C	-7

# The last seven entries of the section before come first, to join the parts:
SMILES	DUSP3 inh
COC(=O)c1ccc(C2C(C(=O)OCCc3ccccc3)=C(C)NC3=C2C(=O)CCC3)cc1 (stereo not drawn)	5
CCCn1c(/C=C(/OC(=O)c2ccccc2)c2ccccc2)nc2ccccc21	-14
Cc1ccc(Nc2nc(-c3ccc([N+](=O)[O-])cc3)cs2)cc1C	-2
CC(C)(C)NC(=O)c1cc2ccccc2o1	-16
CC1=C(C(=O)Nc2cccc(Cl)c2)C(c2ccc(F)cc2)NC(=O)N1 (stereo not drawn)	0
COc1cc(C(=O)Nc2ccc(C(N)=O)cc2)cc(OC)c1OC	-11
CCOc1cc(C=C2C(=O)NC(=O)NC2=O)cc(Br)c1OCCOc1ccccc1C	-7
O=C(O)CCCNS(=O)(=O)c1ccc(Br)c(C(=O)O)c1	-27
CC(NC(=O)c1cccc(Cl)c1)c1ccccc1 (stereo not drawn)	-6
CCOc1ccccc1CN(CCc1ccc2c(c1)OCO2)Cc1ccccc1OC	11
O=C(Nc1ccc(O)c(-c2nc3ccccc3o2)c1)c1cccnc1	9
CC1=NN(c2ccc(C(=O)O)cc2)C(=O)/C1=C\c1ccco1	38
CC(=O)c1cccc(NC(=O)COc2ccc(-c3ccc(C)cc3)cc2)c1	-5
COCCOC(=O)C1=C(C)N(C)C(=O)NC1c1ccc(Br)cc1 (stereo not drawn)	-7
Cc1ccc(-c2nc3c(cnn3-c3ccccc3)c(=O)o2)cc1	-9
CCC(=O)Nc1nc2ccccc2n1Cc1ccc(Cl)cc1	-8
COC(=O)c1sc(NC(=O)/C=C/c2ccco2)c(C(=O)OC)c1C	-2
Cn1c(=O)c([N+](=O)[O-])c(N2CCN(c3ccccn3)CC2)c2ccccc21	9
O=C(NC1CCCCC1)c1ccc([N+](=O)[O-])cc1	-12
O=C1SC(Nc2ccc(Cl)cc2)C(=O)N1c1ccccc1 (stereo not drawn)	-24
Cc1cccc(OCC(=O)Nc2cc(C(F)(F)F)ccc2Cl)c1C	11
CCCCOc1ccc(/C=C2\N=C(c3ccc(Cl)cc3)OC2=O)cc1	-22
O=C(CNc1ccccc1Cl)c1ccc([N+](=O)[O-])cc1	84
COc1cc(-c2noc(-c3ccccc3)n2)cc(OC)c1OC	-19
COc1cc(/C=C2\C(=O)N(c3ccc(S(N)(=O)=O)cc3)N=C2C)cc(Cl)c1O	-18
CCCCOC(=O)c1cccc(NC(=O)COc2ccccc2Cl)c1	0
CCOC(=O)C(C)Oc1cc2oc(=O)c(CC)c(C)c2cc1CC (stereo not drawn)	-18
CCOC(=O)C1=C(O)/C(=C/c2ccc(OCC(=O)Nc3ccc(C)cc3)cc2)N=C1C	-16
Cc1ccc(S(=O)(=O)NNc2ccccc2[N+](=O)[O-])cc1	-45
Cc1cc2[nH]c(=O)cc(-c3ccccc3)n2n1	-13
CCOc1ccc2oc(-c3ccccc3)c(C(=O)N3CCN(C)CC3)c2c1	-12
CCCC(=O)Nc1ccc(O)c(-c2nc3cc(C)ccc3o2)c1	-19
Cc1ccc2oc(-c3ccc(N=Cc4cccc(C)c4O)cc3)nc2c1	-8
CCOC(=O)c1sc(NC(NC(=O)c2ccco2)C(=O)c2ccccc2)c(C(=O)OCC)c1C (stereo not drawn)	-21
CCc1ccc(OCCNc2cc(N3CCCC3)ccc2[N+](=O)[O-])cc1	-24
CCOc1ccc(/C=C2\C(=O)NC(=S)N(c3cccc(Br)c3)C2=O)cc1Cl	34
Cc1cccc(C(=O)Nc2ccc(Cl)cc2C(=O)c2ccccc2)c1	0
CCCN(CCC)C(=O)c1ccccc1	-16
CC1=CC(C)(C)N(CC(=O)c2ccc([N+](=O)[O-])cc2)c2ccccc21	-7
CC(=O)c1cccc(NC(=O)/C(=C\c2ccc(Br)cc2)NC(=O)c2ccc(C)cc2)c1	0
CN(C)CCNC(=O)c1cc(Cl)ccc1Cl	-66
CCCCc1n[nH]c2c1/C(=N\O)CC(C)(C)C2	-6
CC(C)(C)NCCCCOc1cc(Cl)ccc1Cl	-13
Cc1ccc(NC(=O)CSc2nc(C(F)(F)F)cc(=O)[nH]2)cc1	-1
CC1=C(C(=O)N/N=C/c2c(O)ccc3ccccc23)Sc2ccccc2N1	-4
O=C(O)CSCC(=O)c1ccccc1	16
CCN(c1ccccc1C(=O)O)S(=O)(=O)/C=C/c1ccccc1	-18
COC(=O)c1ccc(C(=O)OC)c(NC(=O)CC(c2ccccc2)c2ccccc2)c1	8
O=C(c1ccc(N(Cc2ccc([N+](=O)[O-])cc2)Cc2ccc([N+](=O)[O-])cc2)cc1)C(F)(F)F	-2
O=C(NCCCN1CCOCC1)c1ccc([N+](=O)[O-])cc1	1
COc1ccc(S(=O)(=O)Nc2cc(C)ccc2OC)cc1Br	-10
CC(=O)c1cccc(NC(=O)c2cc(I)ccc2Cl)c1	-19
CC(C)c1nccn1S(=O)(=O)c1ccc(Cl)cc1Cl	-30
Cc1cc(C(=O)Nc2ccc(C(N)=O)cc2)ccc1[N+](=O)[O-]	-8
CCOCCOC(=O)c1ccc(NC(=O)COc2ccc(C)cc2C)cc1	-4
Cc1ccc(-c2cc(NC(=O)c3cccs3)n[nH]2)cc1	4
CC(C)(CO)C(O)C(=O)NCc1ccc(C(=O)O)cc1 (stereo not drawn)	-1

# (cont.)
SMILES	DUSP3 inh
Cc1cc(OCc2ccc(Cl)cc2)c2c3c(c(=O)oc2c1)CCC3	0
Cc1cc(OCc2ccccc2)c2c3c(c(=O)oc2c1)CCCC3	-4
CS(=O)(=O)N1CCN(Cc2ccccc2F)CC1	-1
COc1ccc(OC)c(C(O)c2nccn2C)c1 (stereo not drawn)	2
Cc1nc(CN2C(=O)c3ccccc3C2=O)cs1	-3
COc1ccc(C2CC(=O)C3=C(C2)Nc2ccccc2NC3c2cccc(Cl)c2Cl)cc1OC (stereo not drawn)	-8
COc1ccc(C2=C/C(=C\c3cccc([N+](=O)[O-])c3)C(=O)O2)cc1	16
N#CSCCCCCCOc1cccc(Cl)c1	-11
CCOn1c(=O)c(=O)n(OCC)c2ccccc21	5
O=C(c1cc2n(n1)C(C(F)(F)F)CC(c1ccc3c(c1)OCO3)N2)N1CCN(C(c2ccccc2)c2ccccc2)CC1 (stereo not drawn)	-6
O=C1NC(=O)/C(=C\c2ccc(O)c(Br)c2)S1	-2
COc1ccc(CN2CCN(Cc3cccn3C)CC2)c(OC)c1OC	69
Cc1n[nH]c(C)c1CCCCCCOc1ccc(C(C)(C)C)cc1	-12
Oc1ccc(Cl)cc1/C=N/Nc1nc2ccccc2s1	7
COc1ccc(CCNC(=O)CN(c2ccc(F)cc2)S(=O)(=O)c2ccccc2)cc1OC	29
CCOc1ccccc1NC(=O)CN(c1ccccc1OC)S(=O)(=O)c1ccccc1	4
Cc1ccc(S(=O)(=O)N2CCCCCC2)cc1	-16
COc1ccc(S(=O)(=O)N2CCN(Cc3cccc(Cl)c3)CC2)cc1	6
Cc1cccc(-n2c(/C=C\c3ccc(Br)cc3)nc3ccccc3c2=O)c1	8
COc1ccc(-c2cc(C(=O)N3CCN(C)CC3)c3ccccc3n2)cc1OC	-1
c1ccc(-c2cc(-c3ccncc3)nc3ccc4ccccc4c23)cc1	-7
CCOC(=O)c1c(N)sc2c1CCN(Cc1ccccc1)C2	96*
COc1cc(C2Nc3ccc4ccccc4c3C3=C2C(=O)CC(C)(C)C3)ccc1OCC(=O)O (stereo not drawn)	1
Cc1ccccc1NC(=O)C(=O)NNC(=O)c1ccc(Cl)cc1	-1
CCOC(=O)/C(C#N)=N/Nc1ccc(NC(=O)c2ccc(N/N=C(\C#N)C(=O)OCC)cc2)cc1	-1
O=C1CC(N2CCN(c3ccccc3)CC2)C(=O)N1c1ccc(I)cc1 (stereo not drawn)	-2
CCN1C(=O)/C(=C\c2ccc(OCc3cccc4ccccc34)cc2)SC1=S	-18
O=C(Nc1ccc(Cl)c(-c2nc3ccccc3[nH]2)c1)c1ccc(I)o1	4
O=C(Nc1ccc(C(=O)N2CCOCC2)cc1)c1ccccc1Cl	-14
Cc1ccc(N2C(=O)CC(N3CCCN(C)CC3)C2=O)cc1 (stereo not drawn)	-4
COc1ccc(/C=C/C(=O)NCc2ccc(Cl)cc2)cc1	-3
Cc1c(Br)c(C(F)(F)F)nn1CC(=O)N(C)c1ccccc1	-35
COC(=O)c1sccc1NC(=O)c1cccc(Cl)c1	-33
CCC1(c2ccccc2)OC(=O)C2C3CCCCC3=C3CCCCC3C21 (stereo not drawn)	-10
O=C(O)CCCCCN1C(=O)/C(=C/c2cccc(F)c2)SC1=S	-3
COC(=O)CSc1nc(NC(C)=O)nc(C)c1Br	-11
COc1ccc(-c2noc(-c3ccc(C)c([N+](=O)[O-])c3)n2)cc1	0
O=C(O)C1C2CCC(C2)C1C(=O)Nc1nncs1 (stereo not drawn)	-9
COc1ccc(C(=O)N2CCN(S(C)(=O)=O)CC2)cc1OC	-11
CCCCOc1ccccc1NC(=O)C(c1ccccc1)c1ccccc1	7
N#C/C(=C/c1ccccc1[N+](=O)[O-])C(=O)Nc1cccc(Br)c1	-9
COc1ccc(NC(=O)c2ccc(N(C)C)cc2)cc1	-18
c1cc2c(cc1NC1CCCCC1)OCO2	98
CCOc1cc(/C=N/N=C2/NC(=O)CS2)ccc1OCc1ccc(F)cc1	16
O=C(Nc1ncccn1)c1ccc(Cl)s1	6
Cc1c(Nc2nc3nonc3nc2Nc2cccc(Cl)c2)c(=O)n(-c2ccccc2)n1C	-12
O=C1NC(=O)/C(=C/c2ccccc2[N+](=O)[O-])S1	-24
COc1ccc(CCNC(=O)C2CC2)cc1OC	-28
CCOC(=O)C1=NNC2C(=O)N(CC)C(=O)C12 (stereo not drawn)	-17
COc1cccc(C(=O)NNC(=O)c2ccc(F)cc2)c1	-37

# Reformatted: two of the compounds above.
c1cc2c(cc1NC1CCCCC1)OCO2
  DUSP3 inh = 98
CCN1C(=O)/C(=C\c2ccc(OCc3cccc4ccccc34)cc2)SC1=S
  DUSP3 inh = -18

# Further results:
SMILES	DUSP3 inh
O=C(O)/C=C/C(=O)Nc1ccc(C2(c3ccc(NC(=O)/C=C/C(=O)O)cc3)c3ccccc3-c3ccccc32)cc1	19
C/C(=N\N=C1\NC(=O)C(CC(=O)Nc2ccc(F)cc2)S1)C(C)(C)C (stereo not drawn)	-11
CCCCC(=O)N1c2c(C)cccc2C(Nc2ccccc2C)CC1C (stereo not drawn)	-29
COCCCNC(=O)CN(c1cccc(OC)c1)S(=O)(=O)c1ccccc1	-5
Nc1nc(SCc2ccc(Cl)cc2)nc2sc3c(c12)CCN(Cc1ccccc1)C3	4
O=[N+]([O-])c1cccc(S(=O)(=O)Nc2cccc(F)c2)c1	21
CCOC(=O)C1=C(O)/C(=C/c2ccc(N(C)C)cc2)SC1=Nc1ccc(Cl)cc1	-2
COc1ccccc1NC(=O)c1ccc(C(=O)c2c(C)cc(C)cc2C)cc1	3
Cc1nc(SCc2ccc([N+](=O)[O-])cc2)nc2ccccc12	21
CCOC(=O)c1c(NC(=O)CCCOc2ccccc2)sc2c1CCC2	-9
COC(=O)C1=C(C)NC(=O)N(C(C)=O)C1c1cccs1 (stereo not drawn)	15
Cc1ccc(C)n1-c1ccc(OCC(=O)O)cc1	29
